# Screening data (PubChem BioAssay)
# tim23-1 inh = growth inhibitors of tim23-1 mutant yeast | inhibition, % at 20 µM | actives 1.3% (n = 330,000) | S. cerevisiae tim23-1 growth, BacTiter-Glo luminescence, 24 h;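 active = growth inhibition of the mutant yeast at or above 50%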;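 also: temperature-sensitive mutant grown at 25 °C; plate controls were DMSO-treated mutant yeast for no effect and medium wells lacking yeast for full effect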
# Mdm2-MdmX inh = disrupts the human Mdm2-MdmX interaction; SaOS-2 split-luciferase Mdm2/MdmX complementation, luminescence; inhibition, % at 8 µM; actives 3% (n = 330,000);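 active = inhibition of at least 50% at 8 µM in the primary screen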
# Target sequence (O15151 whole entry, looked up): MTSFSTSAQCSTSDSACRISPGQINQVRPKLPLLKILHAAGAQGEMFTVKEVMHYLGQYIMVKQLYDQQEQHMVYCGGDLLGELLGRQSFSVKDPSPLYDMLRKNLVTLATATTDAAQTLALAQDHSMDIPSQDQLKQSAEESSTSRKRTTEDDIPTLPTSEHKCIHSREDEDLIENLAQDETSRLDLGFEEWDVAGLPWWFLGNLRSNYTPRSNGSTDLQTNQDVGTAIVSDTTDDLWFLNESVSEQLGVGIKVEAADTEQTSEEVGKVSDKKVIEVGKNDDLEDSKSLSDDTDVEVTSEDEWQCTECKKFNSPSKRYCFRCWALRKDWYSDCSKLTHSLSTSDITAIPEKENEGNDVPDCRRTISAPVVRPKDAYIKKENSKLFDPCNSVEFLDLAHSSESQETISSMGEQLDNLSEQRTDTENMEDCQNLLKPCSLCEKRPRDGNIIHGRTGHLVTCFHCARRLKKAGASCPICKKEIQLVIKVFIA
# Target sequence (Q00987 whole entry, looked up): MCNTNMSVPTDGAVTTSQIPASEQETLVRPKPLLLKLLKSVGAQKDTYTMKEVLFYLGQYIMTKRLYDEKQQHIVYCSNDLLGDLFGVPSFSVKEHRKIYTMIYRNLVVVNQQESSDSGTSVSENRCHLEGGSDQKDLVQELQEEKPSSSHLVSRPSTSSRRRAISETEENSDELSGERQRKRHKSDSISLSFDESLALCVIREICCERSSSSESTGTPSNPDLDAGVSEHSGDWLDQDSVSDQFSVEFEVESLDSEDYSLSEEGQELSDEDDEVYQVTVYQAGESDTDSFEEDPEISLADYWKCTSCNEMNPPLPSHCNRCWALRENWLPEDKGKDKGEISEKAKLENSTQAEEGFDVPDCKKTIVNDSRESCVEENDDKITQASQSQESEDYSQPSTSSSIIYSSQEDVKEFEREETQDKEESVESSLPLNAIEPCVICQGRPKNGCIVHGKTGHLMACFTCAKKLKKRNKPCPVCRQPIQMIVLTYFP
# tim10-1 inh = growth inhibitors of tim10-1 mutant yeast | S. cerevisiae tim10-1 ts strain growth, BacTiter-Glo, 24 h | inhibition, % at 20 µM | actives 2.2% (n = 330,000);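 active = inhibition of at least 40%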;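 also: mutant grown at 25 °C; 0% = DMSO wells with yeast and 100% = wells holding no yeast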
# Jurkat NFkB inh = inhibitors of the PMA/ionomycin-induced NF-kB reporter in Jurkat cells; inhibition, % at 4 µM; actives 0.53% (n = 330,000); PMA/ionomycin-induced NF-kB luciferase reporter, luminescence; in the data active = inhibition above about 50%
# TIM10 inh = growth inhibitors of TIM10 yeast strain | inhibition, % at 10 µM | S. cerevisiae TIM10 strain growth, BacTiter-Glo luminescence, 24 h | AID 463195 | actives 1.4% (n = 330,000);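 active = inhibition of 40% or more at the single tested concentration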;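 also: wild-type TIM10 isogenic control strain grown at permissive 25 °C; 0% = DMSO yeast wells and 100% = minimal medium wells without yeast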
# UPR XBP1 act = adaptive UPR (XBP1) activation. CHO-XBP1 luciferase reporter, IRE1-XBP1 UPR activation, luminescence; percent of tunicamycin response, DMSO as zero. activation, % at 20 µM. actives 0.33% (n = 330,000);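 active = versus positive control, 20 µM dose yields 30% or more activation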;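 also: 100% = tunicamycin at 10 µg/mL and 0% = DMSO only wells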
#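 assay system = CHO-XBP1 luciferase reporter cells | amount = 1000 cells/well | buffer or medium = F12 plus 10% FBS | compound dosing = single point, 20 µM final compound, 1% DMSO | incubation = 16-18 h cell attachment at 37 °C, then 6 h compound exposure | detection = Steady-Glo luminescence read | controls = tunicamycin 10 µg/mL and vehicle-only wells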
# 697 NFkB inh = inhibitors of the PMA/ionomycin-induced NF-kB reporter in 697 B cells. actives 0.33% (n = 330,000). inhibition, % at 4 µM. 697 B-cell NF-kB luciferase reporter, 16 h. AID 435022; in the data active = inhibition above about 35%
# UPR CHOP act = apoptotic UPR (CHOP) activation | activation, % at 10 µM | actives 0.34% (n = 330,000) | CHO-CHOP luciferase reporter, luminescence; percent of tunicamycin response over DMSO baseline;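 active = at 10 µM dose, activation of 40% or more, normalized to positive control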;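 also: 100% = tunicamycin at 10 µg/mL and 0% = DMSO alone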
#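 measured by = luciferase luminescence | assay system = CHO-CHOP cells, stable luciferase reporter of PERK-eIF2a-CHOP signalling | amount = 500 reporter cells seeded per well | timing = 6 h compound exposure at 37 °C after overnight seeding | controls = positive tunicamycin 10 µg/mL, negative DMSO alone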
# * marks the source's active call; other numbers are inactive results.
SMILES,tim23-1 inh,Mdm2-MdmX inh,tim10-1 inh,Jurkat NFkB inh,TIM10 inh,UPR XBP1 act,697 NFkB inh,UPR CHOP act
Cc1cccc(/C=N\NC(=O)c2ccccc2-n2cccc2)c1,38,-25,32,11,31,1,19,1.5
CCOc1ccc(NC(=O)CN(C)C(=O)c2cc(S(=O)(=O)N3CCCCC3)ccc2C)cc1OCC,-5,19,-10,-7,-2,-1,11,2.9
CCCc1cc(=O)[nH]c2nnc(SCC(=O)N3CC(C)OC(C)C3)n12 (centres undefined),-27,-2,-7,10,-2,-5,22,2.1
O=C(CSc1nnc(-c2ccc(F)cc2)o1)Nc1ccc(S(=O)(=O)N2CCCC2)cc1,1,15,9,-7,15,0,7,-0.4
O=C(COc1cc(F)ccc1[N+](=O)[O-])NCCN1C(=O)CSC1=O,8,-8,-9,13,3,-2,12,-0.1
COc1ccc(CCNC(=O)c2cc(C)oc2C)cc1OC,0,13,-3,-12,-11,-4,4,0.5
O=C(Nc1csnn1)c1csnn1,26,2,18,-27,15,-1,5,0.4
COc1ccc(C(=O)Nc2nc(-c3ccc(S(=O)(=O)N4CCOCC4)cc3)cs2)cc1,21,43,26,25,7,3,8,1.9
O=C(CC1C(=O)NCCN1Cc1c(F)cccc1Cl)NCCCOc1cccnc1 (centres undefined),5,13,0,-4,2,-2,-10,1.4
Cc1cccc(-c2nsc(SCC(=O)Nc3ccc4c(c3)OCO4)n2)c1,17,-84,2,-57,-6,1,0,0.9
Cc1cccc(OCc2nnc(SC(C)C(=O)O)n2Cc2ccccc2)c1 (centres undefined),2,15,-2,15,1,-1,9,-0.2
CCN(CC)c1ccc(NC(=O)c2cc3c(OC)cccc3[nH]2)cc1,36,31,15,-16,38,-2,7,4.4
O=C(NN=C1c2ccccc2-c2ccccc21)c1ccccc1Br,37,-4,33,-11,37,-2,1,-0.6
CC(C)(C)C(=O)NC1CCN(C(=O)N2CCCC2)CC1,12,-12,2,-4,5,-1,5,0.3
Cn1c(SCC(=O)Nc2ccc3cn[nH]c3c2)nnc1-c1cnccn1,3,-6,7,19,1,0,12,-1.7
COc1ccc(NC(=O)NN(C(=O)c2ccccc2)C(C)(C)C)cc1,0,33,-2,-12,-4,-3,-18,0.6
COc1ccc(CCN2C(=O)C3C4CC(C5C(C(=O)N/N=C\c6ccc(Cl)cc6)=NOC45)C3C2=O)cc1OC (centres undefined),1,5,-4,-7,-10,-2,4,-0.5
Fc1cccc(F)c1/C=N/N1CCOCC1,-1,22,6,-4,-7,0,10,1.0
CCC1CCCCN1S(=O)(=O)c1ccc(NC(=O)c2cccnc2)cc1 (centres undefined),26,-4,35,-16,12,-3,-39,-2.3
COc1ccccc1N(CC(O)CN(c1ccccc1)S(C)(=O)=O)S(=O)(=O)c1ccccc1 (centres undefined),13,-1,17,-20,5,-2,-17,-3.4
COc1ccc(CCN(C)C(=O)Cc2ccc(-c3ccccc3)cc2)cc1OC,30,14,9,17,7,-2,-40,2.9
COc1ccc(S(=O)(=O)N(C)C2(C)CCS(=O)(=O)C2)cc1OC (centres undefined),-3,-5,5,8,7,1,24,0.1
Cc1c(Nc2scc(-c3ccccc3)[n+]2-c2ccccc2)c(=O)n(-c2ccccc2)n1C,-9,33,18,-18,12,1,2,1.4
O=C(C1CC(=O)N(c2ccccc2)C1)N1CCN(c2ccc(F)cc2)CC1 (centres undefined),6,-17,14,-5,-3,-4,7,0.2
Cc1ccc(C(C)C)c(OCC(=O)Nc2sc3c(c2C#N)CC(C)(C)NC3(C)C)c1,37,59*,11,8,31,4,-13,4.1
COc1ccc(OC)c2[nH]c(=O)c(CCNC(=O)c3ccc(S(=O)(=O)N4CCCC4)cc3)cc12,13,2,15,5,6,-2,-6,-0.1
Cc1cc(N2CCN(C(c3ccccc3)c3ccc(Cl)cc3)CC2)n2ncnc2n1 (centres undefined),15,-32,9,9,8,-5,-6,-1.6
O=C(NNC1=Nc2ccccc2SC1)c1ccc(F)cc1,24,48,28,13,-1,2,-26,1.2
Cc1cc(SCc2cc(=O)[nH]c3ccccc23)nc2ccccc12,-10,33,-4,4,3,9,-3,-1.9
O=C(CCCC(=O)OCC(=O)NC1CCCC1)Nc1ccccn1,14,-8,4,-9,5,4,3,-1.5
O=C(Oc1ccc(/C=N/Nc2nc(N3CCCCC3)nc(N3CCCCC3)n2)cc1)c1ccco1,-7,15,-30,-7,-22,1,1,0.6
COc1cc(OC)c(C(=O)/C=C/c2ccccc2)c(O)c1O,58*,-1,51*,4,39,-1,-4,0.5
CN(C(=O)c1ccc(N2CCCCC2)c([N+](=O)[O-])c1)C1(C)CCS(=O)(=O)C1 (centres undefined),2,21,-3,-7,-6,-3,-12,0.2
N#Cc1cn(-c2ccccc2)nc1C(=O)c1ccccc1,4,-11,20,17,-7,-1,8,1.7
Cc1cc(=S)nc(-c2ccccn2)[nH]1,6,25,13,-4,-3,1,-7,-0.7
N=c1c(S(=O)(=O)c2ccc(Br)cc2)cc2c(=O)n3ccccc3nc2n1Cc1ccco1,6,8,16,22,-6,6,-1,6.4
CCn1nnnc1-c1ccc(OC)c(S(=O)(=O)Nc2ccc(OC)cc2)c1,32,3,11,-18,12,-2,-15,-1.0
CC(=O)c1ccc(NC(=O)N2CCCC(C(=O)c3ccc4c(c3)OCO4)C2)cc1 (centres undefined),-4,-14,16,-28,6,-2,-41,1.5
CNCc1c(C)nn(-c2ccccc2)c1C,-7,-3,4,-5,7,1,-19,-0.9
CCC1(CC)Cc2ccccc2C(C2=C(O)CC(C)(C)CC2=O)=N1,29,19,23,14,6,-1,5,-1.2
Cc1ccsc1C(=O)OCC(=O)c1ccc[nH]1,1,-22,-8,-42,-12,-1,-15,5.6
Cc1ccc2nc(N(CCCN(C)C)C(=O)c3ccc(S(=O)(=O)N4CCOCC4)cc3)sc2c1,-6,24,-8,-7,5,-7,5,3.3
Clc1ccc(CSc2ccc(-c3ccccn3)nn2)cc1,8,60*,-17,-44,1,-1,-38,4.7
O=C(NN=C1CCCCC1)Nc1ccccc1Cl,16,-9,5,6,8,4,3,1.2
CCCCn1c(-c2csc3c2CCC(C)C3)n[nH]c1=S (centres undefined),39,-3,51*,8,20,1,-14,-2.2

# Complete entries as entered above:
# `Cc1ccc2nc(N(CCCN(C)C)C(=O)c3ccc(S(=O)(=O)N4CCOCC4)cc3)sc2c1` reads tim23-1 inh: -6; Mdm2-MdmX inh: 24; tim10-1 inh: -8; Jurkat NFkB inh: -7; TIM10 inh: 5; UPR XBP1 act: -7; 697 NFkB inh: 5; UPR CHOP act: 3.3
# `CCC1(CC)Cc2ccccc2C(C2=C(O)CC(C)(C)CC2=O)=N1` reads tim23-1 inh: 29; Mdm2-MdmX inh: 19; tim10-1 inh: 23; Jurkat NFkB inh: 14; TIM10 inh: 6; UPR XBP1 act: -1; 697 NFkB inh: 5; UPR CHOP act: -1.2

# Further entries:
SMILES,tim23-1 inh,Mdm2-MdmX inh,tim10-1 inh,Jurkat NFkB inh,TIM10 inh,UPR XBP1 act,697 NFkB inh,UPR CHOP act
COc1ccccc1CNC(=O)COC(=O)Cn1cnc2ccccc21,1,9,-4,6,-3,-3,0,-2.5
O=C(O)c1cccc(N2C(=O)C3CC=CCC3C2=O)c1 (centres undefined),8,-10,-13,6,-2,-4,2,0.4
CC(C)(C)OC(=O)N1Cc2[nH]c3ccccc3c2C[C@@H]1C(=O)O,9,-12,1,-3,6,0,11,6.7
CCOc1cc(C(=O)NC(=S)Nn2cnnc2)cc(OCC)c1OCC,-2,-19,10,6,0,-5,11,3.5
O=C(CSc1ccc(-c2ccccn2)nn1)Nc1ccccc1,46,23,14,-10,12,1,-18,1.8
CCOC(=O)c1cc(NC(=O)c2ccc(C)cc2)c(=O)oc1-c1ccccc1,8,-3,6,8,3,4,9,31
COc1ccc(S(=O)(=O)NCC(=O)N(CC(=O)NCc2ccco2)Cc2ccc(F)cc2)cc1,5,12,-14,-12,6,-3,16,2.2
Cc1ccc(Cl)cc1N1CCN(C(c2cccnc2)c2nnnn2C2CCCCC2)CC1 (centres undefined),15,33,25,8,10,-1,13,3.3
O=C(NC1(C(F)(F)F)NC(=O)N(C2CCCCC2)C1=O)C1CC1 (centres undefined),-4,-20,9,-12,-1,0,-8,0.5
O=C1c2cccc3cccc(c23)C(=O)N1CC1CCN(CC(O)COCc2ccc3c(c2)OCO3)CC1 (centres undefined),8,25,13,15,22,-2,-12,-0.2
CSCCC(N=C(NS(=O)(=O)c1ccc(Br)cc1)c1ccccc1)C(=O)O (centres undefined),3,-13,12,-7,1,-2,5,0.3
Cc1cccc(C(=O)NCC2CCCO2)c1 (centres undefined),-6,8,-8,-13,2,-1,-3,2.6
COc1cc(NC(=O)COc2ccc(-n3cnnn3)cc2)c(OC)cc1Cl,-10,42,16,-2,-16,6,11,3.8
N/C(=N\OC(=O)COc1ccc([N+](=O)[O-])cc1)c1ccncc1,-3,-20,-4,-20,-3,1,-4,0.8
O=C(NNC(=O)C1CC1c1ccccc1)c1ccccc1F (centres undefined),22,-14,20,3,10,-2,5,-1.3

# Part of the list above, with bars between the fields:
Molecule | tim23-1 inh | Mdm2-MdmX inh | tim10-1 inh | Jurkat NFkB inh | TIM10 inh | UPR XBP1 act | 697 NFkB inh | UPR CHOP act
O=C(O)c1cccc(N2C(=O)C3CC=CCC3C2=O)c1 (centres undefined) | 8 | -10 | -13 | 6 | -2 | -4 | 2 | 0.4
CC(C)(C)OC(=O)N1Cc2[nH]c3ccccc3c2C[C@@H]1C(=O)O | 9 | -12 | 1 | -3 | 6 | 0 | 11 | 6.7

# Following part:
SMILES,tim23-1 inh,Mdm2-MdmX inh,tim10-1 inh,Jurkat NFkB inh,TIM10 inh,UPR XBP1 act,697 NFkB inh,UPR CHOP act
O=C1[C@@H]2[C@H]3CC[C@H](C3)[C@@H]2C(=O)N1O,11,-1,-12,13,-2,0,24,-0.3
CCOC(=O)C1CCCN(S(=O)(=O)c2cc(Br)cc3c2N(C(=O)CC)CC3)C1 (centres undefined),29,2,13,1,-3,2,9,-1.1
C/C(CC(=O)Nc1c(Cl)cccc1C(F)(F)F)=N\NC(=O)c1cnccn1,12,19,9,-4,13,-2,-4,1.0
CC(=O)N1CCc2c(sc(NC(=O)CN3C(=O)CCC3=O)c2C(N)=O)C1,7,13,-7,0,-9,-1,19,0.0
CCN1C(=O)[C@H]2[C@@H](c3ccc(-c4ccc(C(C)=O)cc4)c(OC)c3)N3CCCC[C@@]3(C(=O)OC)[C@H]2C1=O,17,15,6,-6,12,1,-44,1.7
COc1ccc(S(=O)(=O)N(CC(=O)N/N=C/c2ccc(C(=O)O)cc2)Cc2ccccc2)cc1OC,12,5,-10,-17,-21,-2,-2,2.2
CC1CCCN(CCCNS(=O)(=O)c2cc(Br)cc3c2N(C(=O)C2CC2)CC3)C1 (centres undefined),12,7,9,-13,-18,-5,-17,2.9
O=C1c2ccccc2C(=O)N1CCCc1nc(-c2ccc(Cl)cc2)no1,11,1,8,10,-37,-4,7,0.4
CNC(=S)NNc1nc(C)cc(C)n1,-3,12,-12,-12,-2,-1,9,-1.0
COc1ccc(NC(=O)Nc2ccc3c(c2)N(C)C(=O)CS3)cc1OC,4,35,-22,5,10,-1,17,0.4
COc1ccc(/C=C/C(=O)N(C)C2(C)CCS(=O)(=O)C2)cc1 (centres undefined),-9,7,-22,-7,-11,-3,-5,-1.5
Cc1noc(C)c1COc1ccccc1C(=O)Nc1ccc(C(N)=O)cc1,15,-11,11,-11,9,0,21,2.1

# A stretch taken from the entries so far, for reference:
SMILES,tim23-1 inh,Mdm2-MdmX inh,tim10-1 inh,Jurkat NFkB inh,TIM10 inh,UPR XBP1 act,697 NFkB inh,UPR CHOP act
O=C1[C@@H]2[C@H]3CC[C@H](C3)[C@@H]2C(=O)N1O,11,-1,-12,13,-2,0,24,-0.3
CCOC(=O)C1CCCN(S(=O)(=O)c2cc(Br)cc3c2N(C(=O)CC)CC3)C1 (centres undefined),29,2,13,1,-3,2,9,-1.1

# An unsorted share of the library. About 6.6% of those tested had a hit in this group.
